LYPLA1 counter: LYPLA1 inhibitors, primary screen, counter-screen for PME1 inhibitor project, biochemical, fluorescence polarization, FP-Rh probe ABPP | Acyl-protein thioesterase 1 (Homo sapiens), O75608 | recombinant LYPLA1 | inhibition, % at 5.9 µM | 0.16% of 320,000 active | AID 2174, 2009;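 active means inhibition above the mean of all tested compounds plus 3 SD, set per campaign, cut at about 14% in these data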;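 further: inhibitors block serine hydrolase probe labeling of LYPLA1 so polarization falls; 0% = enzyme with DMSO and 100% = wells lacking LYPLA1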
Target sequence (O75608 whole entry, looked up): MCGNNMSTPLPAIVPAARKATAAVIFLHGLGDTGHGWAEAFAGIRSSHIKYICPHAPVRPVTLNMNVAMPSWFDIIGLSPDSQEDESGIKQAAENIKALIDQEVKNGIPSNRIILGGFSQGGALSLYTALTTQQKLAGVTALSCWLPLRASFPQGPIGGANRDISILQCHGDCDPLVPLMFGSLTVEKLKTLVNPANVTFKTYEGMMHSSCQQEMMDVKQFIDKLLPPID
PAFAH1B2 FP inh: PAFAH1B2 enzyme inhibitors, primary screen, biochemical, fluorescence polarization, human. AID 492953, 2010. Platelet-activating factor acetylhydrolase IB subunit alpha2 (Homo sapiens), P68402. 1.2% of 340,000 active. inhibition, % at 3.39 µM. recombinant PAFAH1B2, FP-rhodamine activity probe;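 active means inhibition above the mean of all tested compounds plus 3 SD, cut at about 24% in these data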;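 further: 0% = enzyme with DMSO and 100% = wells lacking PAFAH1B2; many of its hits are not listed in these tables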
Target sequence (P68402 whole entry, looked up): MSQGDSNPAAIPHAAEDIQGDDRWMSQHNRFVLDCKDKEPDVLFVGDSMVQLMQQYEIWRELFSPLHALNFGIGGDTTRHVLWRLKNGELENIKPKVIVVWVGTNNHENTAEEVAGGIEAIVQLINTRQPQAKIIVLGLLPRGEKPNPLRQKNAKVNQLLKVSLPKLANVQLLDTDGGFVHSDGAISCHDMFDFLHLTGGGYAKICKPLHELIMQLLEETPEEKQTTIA
GSTO1 inh: inhibitors of recombinant GSTO1, primary screen, counter-screen for RBBP9 inhibitor project, biochemical, fluorescence polarization; 1.1% of 300,000 active; activity-based probe fluorescence polarization; Glutathione S-transferase omega-1 (Homo sapiens), P78417; inhibition, % at 5.96 µM;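 active means inhibition above the campaign mean inhibition plus 3 SD, cut at about 35% in these data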;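 further: 0% = GSTO1-1 with DMSO and 100% = wells lacking GSTO1-1 enzyme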
PAFAH1B3 inh: PAFAH1B3 enzyme inhibitors, primary screen, biochemical, fluorescence polarization, human; Platelet-activating factor acetylhydrolase IB subunit alpha1 (Homo sapiens), Q15102; recombinant PAFAH1B3, FP-rhodamine probe; inhibition, % at 3.39 µM; 0.28% of 340,000 active; AID 492972, 2010;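 active means inhibition above the screen-wide average of all tested compounds plus 3 SD, cut at about 25% in these data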;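 further: 0% = enzyme with DMSO only and 100% = wells lacking PAFAH1B3 protein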
Target sequence (Q15102 whole entry, looked up): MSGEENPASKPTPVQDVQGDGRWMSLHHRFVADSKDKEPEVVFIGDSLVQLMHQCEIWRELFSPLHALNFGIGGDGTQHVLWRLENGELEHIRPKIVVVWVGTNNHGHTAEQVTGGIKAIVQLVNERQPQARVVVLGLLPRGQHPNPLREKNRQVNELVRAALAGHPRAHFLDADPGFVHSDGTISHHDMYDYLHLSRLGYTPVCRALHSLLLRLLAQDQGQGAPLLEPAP
PAD4 inh: human PAD4 inhibitors, primary screen, biochemical, fluorescence polarization, 1536-well format; Protein-arginine deiminase type-4 (Homo sapiens), Q9UM07; recombinant PAD4, RCA probe fluorescence polarization; inhibition, % at 6.36 µM; 0.41% of 330,000 active; AID 485272, 2010;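 active means percent inhibition above a cutoff equal to the mean of all tested compounds plus 3 SD, cut at about 15% in these data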;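 further: 0% = PAD4 with RCA probe and DMSO and 100% = probe without PAD4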
pPAFAH inh: pPAFAH enzyme inhibitors, primary screen, biochemical, fluorescence polarization, human. AID 463082, 2010. recombinant pPAFAH, FP-rhodamine probe fluorescence polarization. 1.5% of 330,000 active. Platelet-activating factor acetylhydrolase (Homo sapiens), Q13093. inhibition, % at 3.39 µM;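 active means inhibition above the mean inhibition across the screen plus 3 SD, cut at about 25% in these data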;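 further: inhibitors block binding of the rhodamine activity-based probe so polarization drops; 0% = enzyme with DMSO and 100% = wells lacking pPAFAH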
PME-1 inh: PME-1 inhibitors via competitive probe labeling, primary screen, biochemical, fluorescence polarization, FP-Rh probe, HTS | recombinant PME-1 | 0.53% of 320,000 active | Protein phosphatase methylesterase 1 (Homo sapiens), Q9Y570 | inhibition, % at 5.9 µM;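 active means inhibition above the campaign mean of all compounds plus 3 SD, cut at about 26% in these data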;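 further: competitive labeling of PME-1 active site by serine hydrolase directed probe; 0% = PME-1 with DMSO and 100% = wells lacking PME-1 enzyme; inhibitors block probe labeling so polarization falls and inhibition rises; many of its hits are not listed in these tables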
LYPLA2 counter: LYPLA2 inhibitors, primary screen, counter-screen for PME1 inhibitor project, biochemical, fluorescence polarization, FP-Rh probe ABPP; AID 2177, 2009; inhibition, % at 5.9 µM; 0.38% of 320,000 active; recombinant LYPLA2; Acyl-protein thioesterase 2 (Homo sapiens), O95372;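 active means inhibition above the screen-wide mean plus 3 SD, limit set per campaign, cut at about 26% in these data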;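 further: 0% = LYPLA2 with DMSO and 100% = wells lacking LYPLA2 enzyme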
Target sequence (O95372 whole entry, looked up): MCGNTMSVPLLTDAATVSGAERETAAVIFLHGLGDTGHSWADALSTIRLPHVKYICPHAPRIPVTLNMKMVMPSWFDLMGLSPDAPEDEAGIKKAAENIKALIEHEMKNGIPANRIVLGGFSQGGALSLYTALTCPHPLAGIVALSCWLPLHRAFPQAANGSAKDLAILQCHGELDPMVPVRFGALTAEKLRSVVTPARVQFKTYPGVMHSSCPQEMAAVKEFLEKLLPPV
PAFAH2 FP inh: PAFAH2 enzyme inhibitors, primary screen, biochemical, fluorescence polarization, human; Platelet-activating factor acetylhydrolase 2, cytoplasmic (Homo sapiens), Q99487; recombinant PAFAH2, FP-rhodamine activity probe; inhibition, % at 3.39 µM; 0.99% of 340,000 active;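 active means inhibition above the mean over all tested compounds plus 3 SD, cut at about 30% in these data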;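 further: inhibitors block probe labeling of enzyme so polarization drops; 0% = enzyme with DMSO and 100% = wells lacking PAFAH2 protein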
An asterisk follows results filed as active; · = no result given.

SMILES	LYPLA1 counter	PAFAH1B2 FP inh	GSTO1 inh	PAFAH1B3 inh	PAD4 inh	pPAFAH inh	PME-1 inh	LYPLA2 counter	PAFAH2 FP inh
Cc1ccc2nc(/C(C#N)=C\c3ccc(OC(=O)c4cccs4)cc3)[nH]c2c1	-37.5	-23.2	-16.4	-51.7	-4.9	3.2	-50.4	-65.0	-57.1
CC1CCCC(NC(=O)CCNC(=O)c2ccc(Cl)cc2)C1C (stereo not given)	-0.6	2.9	2.1	-1.6	4.5	-0.8	-0.9	2.0	2.1
Cc1cccc(-n2c(Cc3ccccc3)nnc2SCc2ccc([N+](=O)[O-])cc2)c1	-0.1	3.0	-0.5	2.5	-1.2	5.6	4.4	0.6	0.9
O=C(Oc1ccccc1)N1CCOCC1	0.9	0.6	6.9	3.7	-1.8	6.6	-1.8	1.1	7.2
NC(=O)c1cnccn1	0.4	-0.2	2.0	3.0	-7.1	-0.5	-1.0	5.5	-0.9
COCCNS(=O)(=O)c1ccc2c(c1)C(=O)c1cc(S(=O)(=O)NCCOC)ccc1-2	2.4	5.7	1.7	2.3	-2.4	3.3	1.5	9.1	2.5
O=C(c1cccc(C(F)(F)F)c1)N(c1ccccn1)C1CCCCC1	-0.8	4.1	-4.0	-1.8	2.3	0.1	-2.0	-2.4	2.5
CCCn1c(N)c(C(=O)CSc2nc(C)nc3sc(C)c(C)c23)c(=O)[nH]c1=O	0.6	6.8	7.7	1.3	0.9	-3.3	-13.5	2.3	-3.8
CCOC(=O)c1ccc2[nH]c(C)c(CCC(C)=O)c(=O)c2c1	1.3	4.0	-3.9	0.3	-2.1	5.7	2.9	1.3	0.0
O=C(NCc1ccc(F)cc1)C1(c2cccs2)CCOCC1	0.5	1.9	5.3	1.8	-3.0	5.0	-1.2	0.5	1.6
COC(=O)[C@H](CC(C)C)NC(=O)NCCCc1ccccc1	-4.3	6.2	2.3	-1.4	3.0	4.5	-8.2	-1.6	5.1
O=C(NC1CCCC1)C(c1ccncc1)N(Cc1ccccc1)C(=O)c1ccc(-c2ccccc2)[nH]1 (stereo not given)	-0.4	0.9	0.2	5.7	-7.7	2.7	-0.5	1.0	3.1
Cc1ccc(C2=CC(=O)CC(C)(C)C2)cc1	1.8	-2.0	·	5.9	-6.1	0.6	-1.8	-0.7	0.2
COc1ccc(-c2csc3ncnc(Oc4cccc5ccc(C)nc45)c23)cc1	-4.1	1.1	-0.1	-1.7	-3.8	2.5	-4.9	-0.6	-5.5
Cc1c(C(C)NC(=O)Nc2ccc(F)cc2F)cnn1C (stereo not given)	-4.7	2.1	-0.5	2.1	2.1	1.2	4.7	3.8	1.8
Brc1ccc(CSc2nnc(-c3cccnc3)o2)cc1	1.7	15.7	5.7	2.6	-4.5	5.9	7.2	11.1	6.1
COC(=O)Cn1c(=NC(=O)c2ccc(OC)c(OC)c2)sc2cc(OC)ccc21	2.1	3.2	0.5	2.2	1.4	4.5	8.1	2.8	5.8
CC(C)Cc1cc(C(=O)NCCCN2CCOCC2)no1	3.3	-0.3	0.9	2.2	0.2	1.3	-2.8	3.4	-6.0
C=CCNc1nc(C2(C)CC3(CC(C)(C)OC3=O)C(=O)O2)cs1 (stereo not given)	-4.3	-1.8	4.7	-5.4	2.0	4.7	-3.0	-3.8	5.7
Cc1ccccc1NC(=O)COc1ccc2c(c1)OC(C)(C)CC2=O	0.6	1.0	-3.2	10.2	0.3	-1.2	-3.4	-4.6	-1.3
COc1ccc(C(=O)NCCCc2ccccc2)cc1	-2.3	·	-5.2	·	-0.2	4.0	4.5	0.6	·
Cc1cnc(CNC(=O)CC2C(=O)NCCN2Cc2cccc(F)c2F)cn1 (stereo not given)	-2.4	0.4	16.1	6.9	1.9	-1.6	-6.5	4.6	4.4
CS(=O)(=O)N1CCCC(C(=O)NC2CCCCCCC2)C1 (stereo not given)	-1.9	4.4	5.5	5.9	-3.0	1.7	-6.0	-6.2	1.2
CC1CN(c2nn3c(=O)c4ccccc4nc3c3ccccc23)CC(C)O1 (stereo not given)	-3.1	4.6	-1.5	12.8	1.1	3.8	5.9	6.8	9.5
O=C(Nc1cccs1)OCCN1CCN(Cc2ccccc2)CCC1=O	2.5	5.7	1.2	-2.5	-1.3	3.1	10.1	4.1	-1.2
SMILES	LYPLA1 counter	PAFAH1B2 FP inh	GSTO1 inh	PAFAH1B3 inh	PAD4 inh	pPAFAH inh	PME-1 inh	LYPLA2 counter	PAFAH2 FP inh
COc1cc(OC)c(N(C)C(=O)CCNC(=O)Cn2cnc3ccccc3c2=O)cc1Cl	0.1	-5.0	1.4	7.7	-0.4	-7.6	0.3	0.1	3.1
O=C1OC(OC2CCCCC2)(c2ccccc2)c2ccccc21 (stereo not given)	-2.3	4.5	4.3	5.9	-2.7	5.2	5.7	-0.8	-5.1
O=c1[nH]c(-[n+]2ccc3ccccc3c2)c(/C=N/N=C(\[O-])c2ccccc2)s1	3.1	11.5	10.8	11.9	0.0	7.4	13.5	2.1	12.6
O=c1c2ccccc2sc2ccc(Cl)cc12	2.0	1.3	-2.7	5.4	-7.0	-0.2	-9.3	2.3	4.0
COCCNC(=O)[C@H]1C[C@@H]1[C@H](NP(=O)(c1ccccc1)c1ccccc1)c1ccccc1	-2.5	6.8	-0.9	3.9	3.2	6.0	-3.0	1.7	-2.8
O=S1(=O)CCC(NC(=S)SCCOc2ccccc2)C1 (stereo not given)	4.1	5.3	2.0	-0.1	-0.8	0.5	-1.3	7.4	-3.7
COC(=O)c1c(C)[nH]c(C(=O)OCC(=O)N(CC(C)C)c2c(N)n(Cc3ccccc3)c(=O)[nH]c2=O)c1C	3.3	1.6	2.2	4.8	1.7	2.6	2.1	4.5	4.6
CN1CCc2ccc(NC(=O)c3ccc(C(F)(F)F)cc3)cc2C1	-5.5	-3.5	-2.8	7.2	-3.1	-1.8	0.2	-4.7	-4.2
O=C(O)c1ccccc1C(=O)Nc1ccccc1NC(=O)c1ccccc1C(=O)O	0.6	·	-0.7	·	1.3	-6.8	-8.2	2.6	·
CSc1ccccc1OCc1cc(C(=O)NCCCc2ccccc2)no1	1.5	4.4	1.1	1.6	3.8	0.6	-4.5	-4.7	2.2
CCOC(=O)c1c(NC(=O)CN2C(=O)NC3(CCC(C)CC3)C2=O)sc(C)c1CC (stereo not given)	1.8	14.2	-1.0	3.2	-4.2	4.2	-4.2	-2.5	-3.7
Cc1noc(C)c1NC(=O)N(C)C[C@H]1Oc2ccc(NC(=O)NC(C)C)cc2C(=O)N([C@H](C)CO)C[C@@H]1C	·	-0.3	·	-0.7	-0.4	-2.2	·	·	-2.1
CCN(C[C@H]1N[C@@](Cc2ccccc2)(C(=O)OC)[C@H]2C(=O)N(C)C(=O)[C@@H]12)S(=O)(=O)c1ccc(OC)cc1	·	4.0	·	2.6	-2.1	5.5	·	·	-2.8
CCOC(=O)c1sc2nccc(OC)c2c1N=CN(C)C	3.6	-1.6	6.8	2.6	-2.5	-3.2	-0.9	-4.2	-1.1
COc1ccc(C(=O)Nc2ccc3ccccc3c2)cc1	-3.2	-0.1	-2.2	11.5	2.4	-6.1	-3.6	3.0	-5.7
CCOC(=O)c1ccc(N2C(=O)c3n[nH]c(C)c3C2c2cccnc2)cc1 (stereo not given)	-1.2	1.5	1.7	-2.1	4.3	0.6	-1.1	-2.5	3.6
CCC1(C)Cc2c(sc3c2c(=O)n(-c2ccccc2)c(=O)n3C)CO1 (stereo not given)	0.1	1.6	5.9	-1.1	-6.5	-6.4	-2.6	-0.8	6.2
Cn1cnnc1SCCn1c(N2CCCCC2)nc2c1c(=O)[nH]c(=O)n2C	-5.0	0.0	-1.8	6.7	-3.2	-3.9	-2.4	-3.5	-7.1
Cc1ccc(-c2nnn(Cc3nc4ccccc4s3)n2)cc1	0.7	0.1	10.4	-1.1	-4.8	-5.5	-6.9	3.7	-2.7
CCOC(=O)C1Nc2ccccc2C2c3ccccc3CC12 (stereo not given)	-4.8	1.7	6.0	6.5	-3.8	-0.4	2.0	-4.6	2.4
CC(NC(=O)c1cnc2ccccc2n1)c1ccccc1 (stereo not given)	-0.1	2.5	-0.4	11.0	0.8	4.1	1.3	-1.1	-3.6
O=c1c2ccccc2nc2n1C(CBr)CN2 (stereo not given)	-2.2	6.0	10.7	7.9	0.3	-1.5	-1.1	-5.8	-4.7
CCCc1cc(=O)oc2cc(OCC(=O)N3CCN(C(=O)C4COc5ccccc5O4)CC3)ccc12 (stereo not given)	1.5	4.3	-0.3	-1.6	1.3	6.0	0.8	14.0	4.7
O=C1CSC(=Nc2ccc(F)cc2)N1	2.6	0.1	5.3	8.2	-0.9	6.8	0.3	6.9	-7.4
CC1CCCC(N2CCN(C(=O)c3ccc(F)cc3)CC2)C1 (stereo not given)	-3.0	7.5	-2.4	5.1	-1.1	5.3	-0.2	-0.6	7.2
SMILES	LYPLA1 counter	PAFAH1B2 FP inh	GSTO1 inh	PAFAH1B3 inh	PAD4 inh	pPAFAH inh	PME-1 inh	LYPLA2 counter	PAFAH2 FP inh
CC1(c2ccccc2)CC(C)(C)N(C(=O)CSc2nnc(N)s2)c2ccccc21 (stereo not given)	-2.5	-0.4	-1.0	-7.3	2.2	6.0	3.8	-0.9	-3.6
COc1ccc(C2/C(=C(\O)c3ccc4c(c3)OCCO4)C(=O)C(=O)N2CCCN(C)C)cc1 (stereo not given)	0.3	-2.9	3.4	5.5	-1.4	2.3	-1.0	-2.8	-6.2
CCOc1[nH]n(-c2ccc(Cl)cc2)c(=O)c1C=Nc1ccc(OC)cc1	-1.8	-0.6	-2.0	-3.1	-3.2	4.8	2.4	-4.2	0.8
COc1ccc(C2CC2C(C)=O)cc1 (stereo not given)	-2.0	-2.5	0.7	0.9	0.3	-3.0	-0.8	-1.8	2.0
O=C1c2ccccc2C(=O)N1CCC#Cc1ccc2cc(CCO)oc(=O)c2c1	3.2	-1.3	·	-0.5	-2.2	1.5	-7.7	16.2	1.8
O=C(O)/C=C/C(=O)Nc1ccc(OC(F)F)cc1	3.5	6.1	5.6	1.3	0.3	7.8	-2.6	1.8	3.1
O=C(NN=C1CCCC1)c1ccc(O)cc1	-5.0	-0.5	-1.8	11.3	0.2	-0.8	-1.3	-12.2	3.5
O=C(Cc1ccc(S(=O)(=O)N2CCCC2)s1)Nc1nc2c(s1)CCCC2	0.0	1.2	9.5	-7.8	-1.8	16.4	2.4	-2.4	-0.3
COc1ccc(C(=O)c2ccc(N(C)C)cc2)c2ccccc12	-4.9	-2.2	0.5	11.7	-1.8	-3.2	-2.8	-5.4	1.8

Screening results (PubChem BioAssay)

This is a subset, so the mix of outcomes need not match the whole.
